GSK3A inh – blocks human GSK-3 alpha kinase; ADP-Glo luminescence, 60 min; inhibition, % at 10 µM; AID 2650; 0.1% of 320,000 active;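 in the data active = inhibition above about 50%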;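 also: GST-tagged GSK-3 alpha with peptide substrate and 25 µM ATP; 0% = DMSO neutral wells and 100% = GW8510 positive control wells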
Target sequence (P49840 whole entry, looked up): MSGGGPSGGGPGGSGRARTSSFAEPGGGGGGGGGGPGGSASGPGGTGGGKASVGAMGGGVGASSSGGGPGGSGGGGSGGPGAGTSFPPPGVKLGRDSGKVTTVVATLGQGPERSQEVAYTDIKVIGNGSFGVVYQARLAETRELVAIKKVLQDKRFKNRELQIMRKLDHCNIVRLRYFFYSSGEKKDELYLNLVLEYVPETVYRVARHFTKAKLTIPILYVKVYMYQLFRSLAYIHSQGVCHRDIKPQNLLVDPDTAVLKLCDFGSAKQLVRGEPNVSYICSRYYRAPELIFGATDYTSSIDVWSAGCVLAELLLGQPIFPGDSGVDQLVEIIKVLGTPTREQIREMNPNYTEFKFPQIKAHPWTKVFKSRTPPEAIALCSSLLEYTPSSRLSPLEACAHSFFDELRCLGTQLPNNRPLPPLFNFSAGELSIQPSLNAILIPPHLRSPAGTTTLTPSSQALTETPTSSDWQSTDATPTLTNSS
Starred values were filed as active, the others as inactive. These rows are one share of the data, so the mix of outcomes need not match the whole.

no.	Molecule	GSK3A inh
1	COc1ccc(S(=O)(=O)N2CCOCC2)cc1NC(=O)COc1ccc(C)cc1	-2.4
2	CC(=O)c1c(C)[nH]c(C(=O)COC(=O)c2c(-c3ccccc3)noc2C)c1C	-4.9
3	CCC(C(=O)NC1C(=O)N2C(C(=O)O)=C(CSc3nnc(C)s3)CSC12)c1ccccc1 (stereo not drawn)	-4.3
4	Cc1ccc(C2(C)NC(=O)N(CC(=O)N3CCN(S(=O)(=O)c4cccc([N+](=O)[O-])c4)CC3)C2=O)cc1 (stereo not drawn)	-2.5
5	Cc1ccc(CNC(=O)COC(=O)COc2ccc(C#N)cc2)cc1	0.2
6	COC(=O)C1CCN(C(=O)c2ccc(OC)c(S(=O)(=O)N3CCCc4ccccc43)c2)CC1	-0.4
7	CCn1nnc2cc(C(=O)Nc3ccc(C(=O)OC(C)C)cc3)ccc21	-1.8
8	CCOc1ccc2oc(C(=O)Nc3nccs3)c(C)c2c1	-3.2
9	CC(NC(=O)CSc1nnc2n1CCCCC2)c1ccccc1Cl (stereo not drawn)	-18.0
10	O=C(Cc1c[nH]c2ccccc12)NCC(=O)Nc1ccc(F)c(F)c1F	0.3
11	CC1CN(C(=O)CSc2nnc(C3CCCCC3)n2N)CC(C)O1 (stereo not drawn)	-2.3
12	CC(C)(O)[C@@H]1CC[C@@](C)(C2CC[C@]3(C)C2[C@H](O)CC2[C@@]4(C)CC[C@H](O)C(C)(C)C4[C@@H](O[C@H]4O[C@@H](CO)[C@H](O)[C@@H](O)[C@@H]4O[C@@H]4O[C@H](CO)[C@@H](O)[C@H](O)[C@H]4O)C[C@]23C)O1 (stereo in doubt)	-0.4
13	CC(C)Oc1ccc(C(=O)Nc2cccc(S(=O)(=O)N3CCCC3)c2)cc1	-41.9
14	CCC(=O)c1ccc(OC(=O)C2CCN(C3=NS(=O)(=O)c4ccccc43)CC2)cc1	0.3
15	O=C(c1cc(Br)ccc1OC(F)F)N1CCN2CCCC2C1 (stereo not drawn)	4.5
16	COc1cc(C(=O)NCCc2ccc(S(N)(=O)=O)cc2)ccc1OCc1c(C)noc1C	-0.5
17	CCN(CC)C(=O)c1cccc(NC(=O)c2ccccc2OCc2c(C)noc2C)c1	-2.2
18	CC(C)c1ccccc1	-1.7
19	O=C(COC(=O)/C=C/c1cccc(C(F)(F)F)c1)NC(=O)NCc1ccco1	2.4
20	CCN(CC(=O)Nc1ccc2c(c1)OCCO2)CC(=O)Nc1ccccc1C(F)(F)F	-1.3
21	Cc1ccc(C(=O)Nc2c(C)n(C)n(-c3ccccc3)c2=O)cc1S(=O)(=O)N1CCCCC1	-0.8
22	COc1ccc(-c2ccc3oc(-c4ccsc4)cc(=O)c3c2)cc1F	-0.2
23	O=C(NCC(=O)N1CCN(S(=O)(=O)c2ccc3c(c2)OCCO3)CC1)c1ccccc1Cl	-9.0
24	c1ccc(NC2=NCCN2CC2CCC2)cc1	-0.7
25	Cn1c(N)c(C(=O)COC(=O)CNC(=O)c2ccccc2Cl)c(=O)n(C)c1=O	-0.8
26	CCOC(=O)[C@H]1[C@H]2COc3ccccc3[C@@H]2N2C(=O)c3c(C)cc(C)cc3NC(=O)[C@@]12C	2.5
27	c1ccc(COc2cncc(-c3cccnc3)c2)cc1	2.0
28	CCNc1nc(NCC)n2c(SCC(=O)Nc3ccc(C)cc3Br)nnc2n1	1.7
29	N#CC1(NC(=O)CSc2nnc(Cc3ccccc3)o2)CCCCC1	0.1
30	CC1CCCC(C)N1C(=O)COC(=O)c1ccccc1O (stereo not drawn)	-2.6

3 entries picked at random from the list so far:
no.	Molecule	GSK3A inh
20	CCN(CC(=O)Nc1ccc2c(c1)OCCO2)CC(=O)Nc1ccccc1C(F)(F)F	-1.3
25	Cn1c(N)c(C(=O)COC(=O)CNC(=O)c2ccccc2Cl)c(=O)n(C)c1=O	-0.8
18	CC(C)c1ccccc1	-1.7

More entries follow.
no.	Molecule	GSK3A inh
31	Cc1noc(C)c1S(=O)(=O)N(C)C[C@H]1Oc2c(NC(=O)NC(C)C)cccc2C(=O)N([C@H](C)CO)C[C@@H]1C	-0.3
32	COc1ccc(Cl)cc1NC(=O)CSc1cccc[n+]1[O-]	-0.5
33	COc1cccc(NC(=O)CN(C)C(=O)c2cc(-c3ccc(C)o3)nc3ccccc23)c1	3.4
34	CCC(CO)Oc1cc(NC(=O)Cc2ccccc2)c2ncn(C(C)C)c2c1 (stereo not drawn)	-0.3
35	CN(CC(=O)Nc1ccc(Cl)cc1F)C1=NS(=O)(=O)c2ccccc21	-0.8
36	CCC(C)(C)C1CCC2(CC1)NC(=O)N(CC(=O)N(C)Cc1ccc3c(c1)OCCO3)C2=O (stereo not drawn)	5.1
37	CC1(c2ccccc2)NC(=O)N(CC(=O)N2CC(=O)Nc3ccccc32)C1=O (stereo not drawn)	-0.5
38	O=C(NN=Cc1ccccc1OC(F)F)c1cccc(S(=O)(=O)N2CCCC2)c1	-9.1
39	Cn1c(N)c(C(=O)COC(=O)COc2cc(Cl)c(Cl)cc2Cl)c(=O)n(C)c1=O	0.1
40	CCCN(CC(=O)Nc1ccccc1C)C(=O)/C=C/c1ccc(OCC)c(OC)c1	2.4
41	CCCN(CC(=O)Nc1ccccc1C)C(=O)c1ccc2[nH]c3c(c2c1)CC(C)CC3 (stereo not drawn)	-2.9
42	O=C(COC(=O)CC1CC2CCC1C2)NCc1ccc(Cl)cc1 (stereo not drawn)	-2.4
43	CC1(C)CC(=O)C=C(c2ccc3ncccc3c2)C1	-0.2
44	CC1(C)CC2CC(C)(CN2C(=O)COC(=O)c2cccnc2Cl)C1 (stereo not drawn)	0.8
45	Cn1c(N)c(C(=O)COC(=O)/C=C/c2ccccc2F)c(=O)n(C)c1=O	2.3
46	CCOc1ncccc1C(=O)OCC(=O)N1CCC(C)CC1	-5.7
47	COc1ccccc1NC(=O)CSc1nccc(-c2ccco2)n1	10.5
48	CC(=O)c1c[nH]c(C(=O)Nc2ccc(N3CCCCCC3)cc2)c1	-0.8
49	CCC[C@@H](CN1CCC[C@H]1CN1C(N)=NC[C@H]1C(C)C)N1C[C@@H](Cc2ccccc2)N(CCCC2CCCC2)C1=N	12.7
50	Cc1cccc(NS(=O)(=O)c2ccc(C)c(C(=O)N(C)C)c2)c1	0.6
51	O=C(Cc1cccc(NC(=O)C2CCN(C(=O)C3CCCCC3)CC2)c1)Nc1cccc(C(=O)N2CCCC2)c1	-0.8
52	CCCCn1c(SCC(=O)Nc2cc(C)on2)nc2cc(S(N)(=O)=O)ccc21	8.6
53	COc1cc(/C=C/C(=O)OCc2csc(CC(=O)Nc3ccc(C)cc3)n2)ccc1OCC#N	15.9
54	O=C1CCCN1C(=O)CSc1ccc2ccccc2n1	-0.3
55	Cc1ccc(NC(=O)CSc2nnc(C3CC3)n2C)cc1S(=O)(=O)N1CCCCC1	10.5
56	Nc1cc(S(=O)(=O)N2CCOCC2)ccc1N1CCOCC1	-0.8
57	C[C@@H]1CN([C@@H](C)CO)C(=O)c2cccc(NS(C)(=O)=O)c2O[C@H]1CN(C)Cc1ccc(C(=O)O)cc1	-1.6
58	Cc1cc(NS(=O)(=O)c2ccc(NC(=O)COc3cc(C)c(Cl)c(C)c3)cc2)no1	0.6
59	CN(C(=O)COC(=O)COc1ccc2ccccc2c1)c1c(N)n(Cc2ccccc2)c(=O)[nH]c1=O	-2.1
60	COc1cc2c(cc1OC)CN(C(=O)C1CCCN(C(=O)c3ccc(Cl)cc3)C1)CC2 (stereo not drawn)	-7.3
61	COc1ccc(C(CNC(=O)c2cc(S(=O)(=O)N3CCN(c4ccccc4)CC3)ccc2Cl)N(C)C)cc1 (stereo not drawn)	-1.2
62	c1ccc(-c2sc3ccccc3c2-c2ccc(OCCN3CCCCC3)cc2)cc1	3.5
63	COc1ccc(-c2c(-c3ccc(C#N)cc3)oc(=O)c3cc(OC)c(OC)cc23)cc1	-1.2
64	CC1CCc2sc(C(=O)NC3CCCCC3)cc2C1 (stereo not drawn)	-0.5
65	O=C(Cn1ncc(Cl)c(Cl)c1=O)Nc1ccc2c(c1)OCO2	4.8
66	COc1ccc(Cl)cc1NC(=O)COC(=O)C1=NNC(=O)CC1	-1.8
67	COc1ccccc1NS(=O)(=O)c1cccc(NS(=O)(=O)c2cc(C(=O)O)ccc2OC)c1	-1.7
68	CN(Cc1ccccc1)C(=O)COC(=O)C12CC3CC(CC(Br)(C3)C1)C2	-1.8
69	COc1ccccc1C(=O)NCCC(=O)N1CCN(S(=O)(=O)c2ccc(Cl)cc2)CC1	-0.7
70	COc1cccc(NC(=O)CN(C)C(=O)c2ccccn2)c1	0.9
71	Cc1noc(C)c1NC(=O)Nc1cccc2c1O[C@@H](CN(C)C)[C@@H](C)CN([C@H](C)CO)C2=O	-1.8
72	CNC(C)C(=O)NC(C(=O)N1CCCC1C(=O)NC1CCCc2ccccc21)C(C)C (stereo not drawn)	0.3
73	O=Cc1c(Cl)cccc1Cl	-1.6
74	COc1ccc(C(=O)OCC(=O)NCC2CCCO2)c(F)c1 (stereo not drawn)	-2.9
75	Cc1ccc(C2(C)NC(=O)N(CC(=O)NNC(=O)c3ccccc3F)C2=O)cc1 (stereo not drawn)	-2.5
76	CCOC(=O)C1CCN(C(=O)C(C)Oc2ccc(C(=O)c3ccccc3)cc2)CC1 (stereo not drawn)	-5.1
77	O=C(COc1ccccc1)NNC(=O)c1ccc(Cl)cc1	-0.5
78	CC(C)CN(C(=O)CN1C(=O)NC(c2ccccc2)(c2ccccc2)C1=O)C1CCS(=O)(=O)C1 (stereo not drawn)	3.3
79	COC(=O)/C=C/c1ccccc1CN1[C@@H](CC(=O)OC)c2ccccc2S1(=O)=O	-2.2
80	COc1ccc(CCC(=O)OCC(=O)Nc2sccc2C(N)=O)cc1	0.9
81	Cc1ccccc1C(=O)NCC(=O)OCC(=O)NC(C)C1CC2CCC1C2 (stereo not drawn)	-6.2
82	Cc1nn(-c2ccccc2)c2[nH]c(=O)cc(C(F)F)c12	-0.7
83	CSCCC(NS(=O)(=O)c1ccccc1F)C(=O)NCc1cccs1 (stereo not drawn)	0.4
84	NC(=O)c1ccc(NC(=O)COc2ccc(-n3cnnn3)cc2)cc1	-0.6
85	CCN1CCN=C1Nc1ccccc1	-0.7
86	CCCNC(=O)CSc1ccc(S(=O)(=O)N2CCCC2)cn1	-1.5
87	O=C(NCCc1ccccc1)c1ccc2c(c1)S(=O)(=O)N=C1CCCCCN12	17.4
88	Cc1ccc(S(=O)(=O)CCC(=O)OCC(=O)NC(C)c2ccc(F)cc2)cc1 (stereo not drawn)	10.7
89	CC(C)c1ccc(S(=O)(=O)N2CCN(CC(O)CN3CCOCC3)CC2)cc1 (stereo not drawn)	-4.4
90	COc1ccc(C(CNC(=O)c2cccc(S(=O)(=O)N3CCCCC3)c2)N2CCCC2)cc1 (stereo not drawn)	-0.8

Following part:
no.	Molecule	GSK3A inh
91	Cc1ccc(C)c(NC(=O)COC(=O)CSc2ccccc2)c1	0.2
92	Cc1ccc(-c2cn(CCC(=O)O)c(-c3ccc(Cl)nc3)n2)cc1	-2.3
93	O=C(COC(=O)c1nc(Cl)ccc1Cl)NC1CCCCC1	-1.3
94	CCCNC(=O)C(Cc1ccccc1C)NC(=O)c1ccc(C(F)(F)F)cc1 (stereo not drawn)	-6.2
95	CCOC(=O)c1c(C)[nH]c(C(C)=NNC(=O)Cn2nc(C)cc2C)c1C	-1.1
96	CCN(CC)S(=O)(=O)c1ccc(OC)c(NC(=O)CSCc2c(C)noc2C)c1	-4.0
97	O=c1c(O)c(-c2cc(O)c(O)c(O)c2)oc2cc(O)cc(O)c12	61.6*
98	O=C(C1=C(O)C(=O)N(Cc2cccnc2)C1c1cccc(Oc2ccccc2)c1)c1ccco1 (stereo not drawn)	-4.5
99	CC(NC(=O)COC(=O)Cc1ccc(Cl)cc1)c1ccccc1 (stereo not drawn)	-4.1
100	Cn1c(-c2ccccc2)c(C#Cc2ccc(N)cc2)c2ccccc21	-4.3
101	O=C(COC(=O)c1ccc(Br)cc1)Nc1cccnc1Cl	-2.1
102	COc1ccc(NS(=O)(=O)c2ccc(C(=O)N3CCN(c4ccc(F)cc4)CC3)cc2)cc1	0.3
103	Cc1ccc(OCC(=O)OCC(=O)N2c3ccccc3CC2C)cc1C (stereo not drawn)	-3.8
104	CC(C)(C)OC(=O)NCCCCCNC(=O)c1nc[nH]c1C(=O)N1CCc2ccccc2C1	-2.5
105	CCN(CC(=O)NCc1cccs1)C(=O)COc1cccc(C(F)(F)F)c1	0.3
106	O=C(COC(=O)Cc1ccc(S(=O)(=O)N2CCOCC2)s1)Nc1ccccc1	-1.1
107	Cc1ccc([N+](=O)[O-])cc1S(=O)(=O)Nc1ccc(C(=O)NCC2CCCO2)cc1 (stereo not drawn)	-0.2
108	COc1cccc(N2CCN(C(=O)c3ccccc3SCC(=O)NCc3ccco3)CC2)c1	-27.4
109	Cc1cccc(NC(=O)CN(CC2CCCO2)C(=O)c2oc3ccc(F)cc3c2C)c1C (stereo not drawn)	-1.3
110	CC(=O)Nc1ccc(NC(=O)COC(=O)C2CCCCC2)cc1	-5.3
111	COc1ccc(CCN(C)C(=O)c2c(C)noc2C)cc1OC	2.0
112	C=CC[C@@H](CC(=O)NCCO)C(=O)N[C@@H](COC(=O)[C@@H](CC=C)Cc1ccc(F)cc1)Cc1c[nH]c2ccccc12	-7.5
113	CC[C@@H]1C=C(C(=O)O)[C@H](c2ccc(Cl)c(Cl)c2)N1S(=O)(=O)c1ccc(C)cc1	-5.3
114	CCOC(=O)c1ccc(S(=O)(=O)Nc2cc(S(=O)(=O)Nc3ccc(OC)cc3)ccc2O)cc1	-3.4
115	COc1ccc(NC(=O)COc2ccc(C)nc2[N+](=O)[O-])cc1S(N)(=O)=O	3.0
116	CSc1nc2ccc(NC(=O)c3cccs3)cc2s1	0.6
117	CC(C)[C@H](NS(=O)(=O)c1cccc(C(F)(F)F)c1)C(=O)OCC(=O)NC(=O)NCc1ccco1	-2.0
118	COc1ccc(S(=O)(=O)N2CCN(C(=O)CC3CC4CCC3C4)CC2)cc1 (stereo not drawn)	3.4

GSK3A inh, what is marked active above
no.	Molecule	GSK3A inh
97	O=c1c(O)c(-c2cc(O)c(O)c(O)c2)oc2cc(O)cc(O)c12	61.6*

Source: PubChem BioAssay
